Mtb RmlCD inh: inhibitors of Mycobacterium tuberculosis RmlC and RmlD coupled enzymes | P9WH09+P9WH11 | RmlC+RmlD coupled enzyme assay, percent inhibition; primary screen in compound mixtures | inhibition, % at 3.6 µM | 160,000 compounds, 0.03% hits | AID 1533; in the data active = inhibition mostly above about 34%, no sharp cut-off; inconclusive = no clear call, values can overlap the other calls; inactive = mostly below about 22%; also: some results filed as inactive read as strong as hits
Target sequence (P9WH09 whole entry, looked up): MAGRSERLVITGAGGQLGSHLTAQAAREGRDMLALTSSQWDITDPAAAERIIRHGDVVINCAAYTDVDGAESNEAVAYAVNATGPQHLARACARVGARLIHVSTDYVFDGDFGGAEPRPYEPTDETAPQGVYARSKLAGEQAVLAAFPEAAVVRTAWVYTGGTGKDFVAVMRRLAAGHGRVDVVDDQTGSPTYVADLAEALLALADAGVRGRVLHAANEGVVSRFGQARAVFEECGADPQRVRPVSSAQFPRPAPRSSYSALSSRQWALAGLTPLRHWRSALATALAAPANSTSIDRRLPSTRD
Target sequence (P9WH11 whole entry, looked up): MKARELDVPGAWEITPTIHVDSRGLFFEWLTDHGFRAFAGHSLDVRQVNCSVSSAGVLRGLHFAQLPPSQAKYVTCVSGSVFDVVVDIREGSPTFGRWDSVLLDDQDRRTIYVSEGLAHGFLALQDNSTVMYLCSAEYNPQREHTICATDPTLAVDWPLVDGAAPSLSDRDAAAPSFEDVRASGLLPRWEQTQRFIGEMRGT
GlmU inhibition: inhibition of mycobacterial GlmU enzyme – biochemical, glucosamine-1-phosphate acetyltransferase (AID 1376) | M. tuberculosis GlmU acetyltransferase enzyme assay; higher % means a stronger effect | inhibition, %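 (tested at 30 µM in the primary screen)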; hits with a dose series show IC50 in µM | 220,000 compounds, 0.25% hits; in the data active = inhibition above about 13%; inconclusive = no clear call, values can overlap the other calls;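 also: 0% = complete reaction with vehicle and 100% = reaction without substrate; strong numbers were not always called active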
* = called active by the depositor; ? = inconclusive; . = not tested or not shown. Only part of the results is shown; the hit share may differ from the screen's.

Screens in order: Mtb RmlCD inh | GlmU inhibition
(1) CC(=O)Nc1ccc(S(=O)(=O)N2CCC(C(=O)O)CC2)cc1
 : 15 | 2.8%
(2) CCOC(=O)c1sc(=S)n(-c2ccccc2)c1SC
 : 22 | 3.6%
(3) Cc1cc(C)nc(SCCc2ccncc2)n1
 : 8 | -1.3%
(4) O=C(NCC(=O)N(Cc1ccco1)C(C(=O)NC1CCCC1)c1cccnc1)c1ccco1 (stereo unspecified)
 : . | 4.2%
(5) CCCN(CC1CC1)C(=S)Nc1ccc(Oc2ccccc2)cc1
 : 106 | -0.5%
(6) O=C(/C=C/c1cccc([N+](=O)[O-])c1)N1CCOCC1
 : 6 | -0.4%
(7) COc1ccc(NC(=O)N(CCN2CCCC2)Cc2cc3cc(OC)c(OC)cc3[nH]c2=O)cc1
 : -9 | .
(8) COc1ccc(/C(C)=N/NC(=O)Cn2nc([N+](=O)[O-])cc2C)cc1
 : . | -8.7%
(9) CSc1nc(-c2ccccc2F)c(C#N)c(=O)n1C
 : -7 | 0.5%
(10) Cc1ccc(N2C(=O)c3n[nH]c(C)c3C2c2ccco2)cc1 (stereo unspecified)
 : 7 | -0.9%
(11) O=S(=O)(CCN1CCN(C(c2ccccc2)c2ccccc2)CC1)C(F)(F)F
 : 4 | 1.8%
(12) c1cc(-n2cnnn2)ccc1NC1=NCCC1
 : -7 | 0.3%
(13) O=C(CSc1nc2scc(-c3ccccc3)c2c(=O)[nH]1)NC1CCCCC1
 : . | -6.6%
(14) CCC(=NCCCn1ccnc1)c1c(O)n(-c2ccc(OC)cc2)c(=O)[nH]c1=O
 : 10 | 0.7%
(15) Cn1cc(C(=O)c2ccc(F)cc2)cc1-c1nc2ccccc2n1C
 : 6 | 1.9%
(16) O=C1CN(C(=O)CC2c3ccccc3-c3ccccc32)CC(=O)N1
 : 14 | -2.3%
(17) Cc1ccc(CN2CC3CC(C2)c2cccc(=O)n2C3)cc1 (stereo unspecified)
 : -6 | 3.5%
(18) O=C(COC(=O)c1cn(-c2ccccc2)nc1-c1ccccc1)c1cccc([N+](=O)[O-])c1
 : . | -0.5%
(19) O=C(COC(=O)c1ccc2c(c1)OCO2)Nc1ccccc1
 : -5 | -5.9%
(20) Cn1nnnc1SCC(=O)N(C1CCCCC1)C1CCCCC1
 : 1 | .
(21) O=C(COC(=O)c1n[nH]c(=O)c2ccccc12)c1ccc(Cl)cc1
 : -8 | .
(22) Cc1ccc(C(=O)c2cccc(N)c2)cc1C
 : -9 | -3.3%
(23) Nc1nc(-c2ccccc2)cc(N2CCCCC2)n1
 : . | -3.8%
(24) Cc1ccc(-n2c3c(cc(C(=O)O)c2=O)C(=O)CC(C)(C)C3)cc1
 : . | 2.1%
(25) C=CCn1c(C(C)NC(=O)CCC)nc2ccccc21 (stereo unspecified)
 : . | -6.8%
(26) CC(C)(C)c1ccc(C(=O)N2CCC(C(=O)NCC3CCCO3)CC2)cc1 (stereo unspecified)
 : -7 | -1.0%
(27) COc1ccccc1-n1c(SCC(=O)Nc2ccccc2C)nc(O)cc1=O
 : -15 | 8.3%
(28) Cc1cc(C)nc(Sc2ccc([N+](=O)[O-])cc2[N+](=O)[O-])n1
 : 3 | 0.9%
(29) CCOc1ccc(Nc2nc(Cc3nnc(SCC(=O)O)o3)cs2)cc1
 : 0 | -0.4%
(30) COc1cccc(-n2nc(C(=O)N3CCN(Cc4ccccc4)CC3)c3ccccc3c2=O)c1
 : -11 | 1.7%

Ordered by number of heavy atoms (falling): some entries from above
Screens in order: Mtb RmlCD inh | GlmU inhibition
(7) COc1ccc(NC(=O)N(CCN2CCCC2)Cc2cc3cc(OC)c(OC)cc3[nH]c2=O)cc1
 : -9 | .
(30) COc1cccc(-n2nc(C(=O)N3CCN(Cc4ccccc4)CC3)c3ccccc3c2=O)c1
 : -11 | 1.7%
(14) CCC(=NCCCn1ccnc1)c1c(O)n(-c2ccc(OC)cc2)c(=O)[nH]c1=O
 : 10 | 0.7%
(27) COc1ccccc1-n1c(SCC(=O)Nc2ccccc2C)nc(O)cc1=O
 : -15 | 8.3%
(8) COc1ccc(/C(C)=N/NC(=O)Cn2nc([N+](=O)[O-])cc2C)cc1
 : . | -8.7%
(1) CC(=O)Nc1ccc(S(=O)(=O)N2CCC(C(=O)O)CC2)cc1
 : 15 | 2.8%
(6) O=C(/C=C/c1cccc([N+](=O)[O-])c1)N1CCOCC1
 : 6 | -0.4%

Values by screen from above.
GlmU inhibition for entries 4 to 14: 4.2%, -0.5%, -0.4%, ., -8.7%, 0.5%, -0.9%, 1.8%, 0.3%, -6.6%, 0.7%

The list goes on.
Screens in order: Mtb RmlCD inh | GlmU inhibition
(31) CCn1c2ccccc2c2cc(NC(=O)c3cccc(OC)c3OC)ccc21
 : 8 | 2.7%
(32) CC1(C)CC(=O)C(N=Nc2ccc(S(=O)(=O)N3CCOCC3)cc2)=C(O)C1
 : -13 | 3.3%
(33) Cc1ccc(NC(=S)N(Cc2cccs2)Cc2cc3cc(C)cc(C)c3[nH]c2=O)cc1
 : -7 | 0.2%
(34) CS(=O)(=O)c1ccc2nc(N)sc2c1
 : 2 | 4.1%
(35) COc1cccc(NC(=O)Cc2ccc(C)cc2)c1
 : 14 | 3.3%
(36) COCn1ccnc1C(O)(c1ccc(OC)cc1)c1ccc(OC)cc1
 : 3 | 7.8%
(37) CC(C)CN1CCN(Cc2cccc3ncccc23)CC1CCO (stereo unspecified)
 : -5 | 2.3%
(38) Fc1ccc(NC(=S)NNc2ncc(C(F)(F)F)cc2Cl)c(F)c1
 : . | -0.8%
(39) COc1ccccc1-n1cnc(N)c1C(=O)c1ccccc1
 : 17 | 3.3%
(40) CCc1ccc(N(C)S(=O)(=O)c2ccc3[nH]cc(C(=O)NCCN4CCOCC4)c(=O)c3c2)cc1
 : -6 | -6.2%
(41) CCOc1cc(CNCCc2c[nH]c3ccccc23)cc(Cl)c1OCC(N)=O
 : ? | -3.0%
(42) NC(=O)c1nc(N2CCOCC2)nc(N2CCOCC2)n1
 : 9 | 9.2%
(43) O=C(Nc1ccc2ccccc2c1)c1cnccn1
 : . | 1.7%
(44) CCOc1cc(N2CCOCC2)c(OCC)cc1NC(=O)C(C)(C)C
 : 10 | -1.0%
(45) COc1ccc2cc3cc(C(=O)NCCCN4CCOCC4)oc3nc2c1
 : 51* | -4.5%
(46) C=CCOc1ccc(C2N3CC4(CC)CN2CC(CC)(C3)C4=O)cc1 (stereo unspecified)
 : 2 | 4.8%
(47) COc1ccc(CCN(C)c2ccc(S(=O)(=O)N3CCCC3)cn2)cc1OC
 : -6 | -1.2%
(48) CCOC(=O)c1c2n(c3ccc(OC(C)=O)cc13)CCC2
 : 9 | -1.9%
(49) CCOc1ccc(-c2cn(CCC#N)cn2)cc1
 : 16 | -2.8%
(50) Cc1nn(CC2CC2)c(=O)n1-c1ccc(C(C)C)cc1
 : -13 | 1.1%
(51) O=C(NCCc1ccc2c(c1)OCO2)C1CCN(S(=O)(=O)c2ccc(Cl)cc2)CC1
 : 7 | 3.9%
(52) Cc1nn(CC(=O)Nc2ccc3c(c2)nc(CCN2CCCCC2)n3C)c(=O)c2ccccc12
 : . | 0.9%
(53) CSc1nnc2c(n1)OC(C1CC=C(C)CC1)Nc1ccccc1-2 (stereo unspecified)
 : . | 8.9%
(54) COc1ccc(NC(=O)c2nc(-n3nc(C)cc3C)ccc2Cl)cc1Cl
 : . | -5.5%
(55) Cc1ccc(C)c(CSC2=NN3CCCC(=O)N=C3S2)c1
 : -10 | -4.5%
(56) Cc1cc(N2CCN(C)CC2)nc2ccc(NC(=S)NCCN3CCc4ccccc4C3)cc12
 : 0 | -6.0%
(57) COc1c(N2CCN(C(=S)NC3CC4CCC3C4)C(C)C2)c(F)cc2c(=O)c(C(=O)O)cn(C3CC3)c12 (stereo unspecified)
 : . | 1.6%
(58) C=CCn1c(=S)[nH]c2scc(-c3ccc(C)o3)c2c1=O
 : -6 | 4.2%
(59) COc1ccc(S(=O)(=O)N2CCN(C)CC2)cc1C
 : . | 3.3%
(60) COc1cc(C(=O)NCCc2ccc3c(c2)OCCO3)ccc1OCC(=O)N1CCOCC1
 : -2 | -1.6%

Taken from above.
Cc1ccc(C(=O)c2cccc(N)c2)cc1C | Mtb RmlCD inh: -9
Cc1ccc(N2C(=O)c3n[nH]c(C)c3C2c2ccco2)cc1 (stereo unspecified) | Mtb RmlCD inh: 7
CCOc1cc(N2CCOCC2)c(OCC)cc1NC(=O)C(C)(C)C | GlmU inhibition: -1.0%

Next entries:
Screens in order: Mtb RmlCD inh | GlmU inhibition
(61) CN1CC(=O)N(C)c2ncn(Cc3ccccc3)c2C1=O
 : 13 | -4.4%
(62) COc1ccc(CCNC(=O)CSc2nnc3ccc(-c4ccncc4)nn23)cc1
 : 6 | 0.0%
(63) Cn1cc(S(=O)(=O)Cc2ccc(F)cc2)c2ccccc21
 : . | -0.6%
(64) Cc1cc(/C=C2\C(=N)N3N=C(c4ccco4)SC3=NC2=O)c(C)n1Cc1ccccc1
 : -2 | -7.4%
(65) C=CCn1c(O)c(N=NC(=O)c2cccnc2)c2cc(Br)ccc21
 : -4 | -4.0%
(66) Cc1ccnc(NC(=O)c2ccccc2[N+](=O)[O-])c1
 : -13 | 1.9%
(67) CC(=O)c1ccc(-n2ccnc2)cc1
 : 2 | -1.6%
(68) CSc1ncccc1C(=O)Nc1nc2ccc(S(C)(=O)=O)cc2s1
 : . | 6.5%
(69) CC(=O)Oc1cc(OC(C)=O)c2c(=O)c(-c3ccc4c(c3)OCCCO4)c(C)oc2c1
 : . | 0.5%

One compound at a time, from the list above.
Results for Cn1cc(S(=O)(=O)Cc2ccc(F)cc2)c2ccccc21 : Mtb RmlCD inh = .; GlmU inhibition = -0.6%
Results for Cc1ccnc(NC(=O)c2ccccc2[N+](=O)[O-])c1 : Mtb RmlCD inh = -13; GlmU inhibition = 1.9%

Bioassay records deposited in PubChem BioAssay by several laboratories.
